Screening results as filed in PubChem.
hiPSC survival: increases survival of single human iPS cells; hiPSC single-cell survival, ATPlite luminescence; 100% = ROCK inhibitor wells, 0% = DMSO; survival enhancement, % at 20 µM; actives 0.044% (n = 360,000); AID 602274; in the data active means survival enhancement above about 18%;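 further: cells exposed to compounds for 16 hours before the ATP read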
HIF-2a inh: inhibitors of HIF-2a; 786-0 RCC cells HIF-2a reporter, luciferase luminescence, overnight; inhibition, % at 18.8 µM; actives 0.72% (n = 360,000);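 active means inhibition of the luminescence signal of 40% or more relative to plate controls, in a single-dose primary screen at 18.75 µM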
PDI inh: inhibitors of human protein disulfide isomerase | AID 588391 | P07237 | inhibition, % at 10 µM | actives 0.052% (n = 350,000) | PDI insulin aggregation turbidity, A650, 90 min;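 active means mean inhibition across replicates of 30% or more, whatever share of single replicates reach that level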;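 further: absorbance from insulin aggregation driven by PDI reduction with DTT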
Target sequence (P07237 whole entry, looked up): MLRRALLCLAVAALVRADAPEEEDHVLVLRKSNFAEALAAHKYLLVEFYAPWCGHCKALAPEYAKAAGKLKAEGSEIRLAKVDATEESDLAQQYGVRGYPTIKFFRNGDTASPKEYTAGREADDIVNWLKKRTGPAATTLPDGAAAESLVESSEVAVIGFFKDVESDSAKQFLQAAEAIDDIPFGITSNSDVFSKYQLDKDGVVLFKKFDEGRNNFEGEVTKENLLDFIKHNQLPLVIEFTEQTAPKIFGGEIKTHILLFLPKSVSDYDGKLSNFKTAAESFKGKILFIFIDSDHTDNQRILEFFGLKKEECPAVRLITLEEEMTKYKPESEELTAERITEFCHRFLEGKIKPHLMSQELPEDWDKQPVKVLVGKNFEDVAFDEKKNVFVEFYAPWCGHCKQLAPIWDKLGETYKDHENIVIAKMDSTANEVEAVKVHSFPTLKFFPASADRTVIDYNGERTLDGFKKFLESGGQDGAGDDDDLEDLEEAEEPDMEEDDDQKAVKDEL
Exocytosis inh: lytic granule exocytosis inhibition | inhibition, % at 10 µM | AID 651702 | actives 0.66% (n = 360,000) | TALL-104 LAMP-1 surface exposure, flow cytometry; cells stimulated with thapsigargin and PMA;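 active means inhibition above about 55%, limit read from the data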
MITF TRPM1 inh: reduces MITF-dependent TRPM1 promoter luciferase signal | SK-MEL-5 TRPM1 promoter luciferase, 24 h | inhibition, % at 12.5 µM | actives 0.83% (n = 330,000);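 active means mean inhibition across replicates of 60% or more, whatever share of single replicates reaches that level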; further: values of inactives mirror those of a sister screen read the other way
Peg3 prom inh: reduces Peg3 promoter-driven luciferase expression in HeLa; actives 1.7% (n = 360,000); HeLa PEG-Prom luciferase reporter, luminescence, overnight; inhibition, % at 20 µM;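 active means inhibition of at least 50% at 20 µM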
CaV13 ICDI inh: Primary screen for inhibitors of IQ motif and Ca2+-dependent inactivation inhibitor domain binding in CACNA1D, Förster resonance energy transfer in living cells, … | HEK cells, CFP/YFP FRET ICDI-IQ, plate reader, 10 min; percent FRET-ratio fall versus neutral wells | AID 743397 | inhibition, % at 12.3 µM | actives 0.098% (n = 340,000);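 active means mean replicate inhibition of at least 30% and at least 1% of replicates passing that level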;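 further: 0% = median of the neutral control wells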
NR2E3 ag-1: agonists of human nuclear receptor NR2E3; Q9Y5X4; inhibition of corepressor binding, % at 4.78 µM; AID 2300; actives 0.12% (n = 320,000); GST-NR2E3/biotin-RetCOR TR-FRET, 1536-well;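 active means percent inhibition above the cutoff of mean plus 3 SD of all tested compounds, set per screening campaign, cut at about 20% in these data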;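 further: 0% = DMSO wells and 100% = biotin wells as full block of FRET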
Target sequence (Q9Y5X4 whole entry, looked up): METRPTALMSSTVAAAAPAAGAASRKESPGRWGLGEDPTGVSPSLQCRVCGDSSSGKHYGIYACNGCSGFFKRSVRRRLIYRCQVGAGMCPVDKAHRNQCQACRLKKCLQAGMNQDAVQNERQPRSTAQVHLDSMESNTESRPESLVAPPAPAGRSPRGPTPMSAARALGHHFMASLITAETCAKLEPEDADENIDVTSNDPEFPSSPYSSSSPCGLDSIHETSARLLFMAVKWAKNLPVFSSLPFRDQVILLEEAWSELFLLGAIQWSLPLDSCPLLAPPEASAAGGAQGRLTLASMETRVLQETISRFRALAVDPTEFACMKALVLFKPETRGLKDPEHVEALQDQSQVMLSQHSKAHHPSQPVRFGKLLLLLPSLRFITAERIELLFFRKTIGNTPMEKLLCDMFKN
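Test system – NR2E3–RetCOR corepressor complex · Quantity – NR2E3 fusion 1.35 nM · Buffer or medium – Tris pH 7.5 · Incubation – Compound–protein incubation for 5 h at 4 °C · Technique – TR-FRET, Eu(K)-anti-GST donor, streptavidin-D2 acceptor, ex 340, em 617/671 nm · Evaluation – percent inhibition of 671/617 nm emission ratio versus biotin and DMSO controls · Plate – 1536-well format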
aDG glyco act: alpha-DG glycosylation activation; AID 624168; activation, % at 10 µM; Pro5-aDG cells, alpha-DG glycosylation AlphaScreen (IIH6); 0% Pro5, 100% B10-LARGE cell signal; actives 0.22% (n = 360,000);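 active means activation of at least 8% versus controls, or a plate z-score of at least 8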;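 further: Pro5 are CHO cells carrying HIG-tagged alpha-DG that lacks glycosylation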
Vif imaging: HIV Vif inhibition; actives 0.35% (n = 340,000); AID 602346; HEK293T cells, Vif self-association by quenched fluorescence, imaging, 24 h; inhibition, % at 7.49 µM; in the data active means inhibition above about 50%, passing the limit was not always enough; further: some results filed as inactive read as strong as hits
NR2E3 ag-2: activates human NR2E3 receptor; CHO-S Gal4-NCOR/VP16-NR2E3 two-hybrid, luciferase; inhibition of corepressor binding, % at 3.98 µM; actives 0.35% (n = 360,000); AID 602229;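 active means inhibition above the mean of all tested compounds plus 3 SD, cut at about 70% in these data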;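 further: 0% = DMSO with NR2E3 transfected cells and 100% = cells lacking NR2E3 construct; higher means lower luciferase signal from less NR2E3 corepressor binding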
* hit, by the source's call; x = not tested or not shown.

SMILES	hiPSC survival	HIF-2a inh	PDI inh	Exocytosis inh	MITF TRPM1 inh	Peg3 prom inh	CaV13 ICDI inh	NR2E3 ag-1	aDG glyco act	Vif imaging	NR2E3 ag-2
C[C@@H]1CN([C@@H](C)CO)C(=O)c2cccc(NC(=O)c3ccncc3)c2O[C@@H]1CN(C)Cc1ccc(-c2ccccc2)cc1	-1.3	22	-3	-4	5	10	-8	x	0.1	6	-9
Fc1ccc(-c2cnc3n2CCCCC3)cc1	-0.7	4	0	-1	0	-4	-4	-3	0.7	-7	6
CCOC(=O)c1c(/N=C/C2C(=O)CCCC2=O)sc(C)c1C	-0.7	12	-15	12	0	4	-5	-3	-0.2	6	-9
COc1ccc(NC(=O)/C(=C/c2ccc3c(c2)OCO3)NC(C)=O)cc1	-0.6	-11	-21	1	15	-14	-19	1	-0.2	2	-8
Cc1cccc(C)c1NC(=O)CSc1nc2ccccc2c(=O)[nH]1	2.8	-14	-1	2	-1	-10	-6	0	0.2	2	-7
COC(=O)c1ccc(NS(=O)(=O)c2ccc(OC)cc2)cc1	0.8	17	-1	-3	-5	10	-2	2	0.0	12	15
COc1ccc(NC(=S)N2CCC(C(=O)c3ccc(F)cc3)CC2)c(OC)c1	0.6	14	2	1	-2	12	-9	0	-0.1	-2	15
O=C(c1ccc(COc2ccccc2Cl)o1)N1N=C(C(F)F)CC1(O)C(F)F (stereo unspecified)	1.3	8	13	-1	1	3	-4	1	0.0	-4	-38
O=C(COC(=O)C12CC3CC(CC(Br)(C3)C1)C2)Nc1ccc2[nH]c(=O)[nH]c2c1	2.8	11	7	-8	-4	-16	-6	-1	-0.1	-7	-7
O=C(COC(=O)c1ccc(O)cc1O)NNC(=O)c1cccs1	-0.2	15	-7	11	5	4	-2	2	0.2	-7	2

Copied from the list:
Value for `C[C@@H]1CN([C@@H](C)CO)C(=O)c2cccc(NC(=O)c3ccncc3)c2O[C@@H]1CN(C)Cc1ccc(-c2ccccc2)cc1` in hiPSC survival: -1.3
Value for `Fc1ccc(-c2cnc3n2CCCCC3)cc1` in NR2E3 ag-1: -3

The listing continues.
SMILES	hiPSC survival	HIF-2a inh	PDI inh	Exocytosis inh	MITF TRPM1 inh	Peg3 prom inh	CaV13 ICDI inh	NR2E3 ag-1	aDG glyco act	Vif imaging	NR2E3 ag-2
Clc1ccccc1SCc1nc2ccccc2[nH]1	-2.6	-226	-10	-2	-99	-221	-9	0	0.4	6	-93
Cc1cc(NC(=O)COC(=O)c2cc(S(=O)(=O)N(C)c3ccccc3)ccc2Cl)no1	-0.5	9	1	10	-16	-1	-17	0	0.1	-5	-2
Cc1c(Cl)cccc1NC(=O)CSc1ncnc2c1cnn2CCc1ccccc1	6.3	-48	-6	-2	-14	-22	x	1	0.1	19	-38
CCN(C(=O)c1ccc(NC(=O)C2CCCCC2C(=O)O)cc1)c1ccccc1 (stereo unspecified)	1.2	4	-3	-3	x	0	-5	x	-0.3	x	-14
CCC(=O)NNC(=O)CCC(=O)Nc1ccc(C)cc1C	1.3	12	-8	8	-16	5	-2	0	0.0	-3	-5
NC(=O)C1CCN(c2nc(-c3ccccc3F)cs2)CC1	-2.8	-236	-3	10	-82	-356	-4	x	0.2	-6	-123
Nc1ccc(N=Nc2ccc(N)cc2)cc1	-0.2	-58	-2	2	-8	-232	-3	-4	-0.2	-2	-97
CC(=O)c1ccc(NC(=O)C2CCCNC2=O)cc1 (stereo unspecified)	-2.4	-11	3	4	7	24	-5	-1	0.0	0	6
CC1CN(CCCCOc2ccc(F)cc2)CC(C)O1 (stereo unspecified)	-0.5	17	3	2	16	6	2	1	0.2	3	-9
CC(C)C[C@H]1CN(CCCC[C@H]2CNC(=O)C(=O)N2CC2CCCCC2)C(=O)C(=O)N1CC1CCCCC1	-0.4	-8	x	11	x	x	-4	x	0.0	x	0
COCCNC(=O)[C@@H]1CSC2c3ccc(OC)c(OC)c3C(=O)N21 (stereo partly specified)	-0.2	2	-27	-19	2	1	-4	-4	-0.1	-9	2
O=C(Nc1nnc([C@H]2C[C@H](O)[C@@H](CO)O2)s1)c1cccc(OC(F)(F)F)c1	-2.8	9	-5	-9	x	2	-15	x	0.4	0	-2
CC1Cc2ccccc2N1C(=O)CSC1=NCCS1 (stereo unspecified)	-1.6	-92	0	5	-6	-62	-5	2	0.3	-3	-15
O=C(N/C(=C/c1ccc(Br)cc1)C(=O)N1CCCC1)c1cccs1	-2.0	11	4	-1	-17	-2	-3	0	0.2	-1	5
COc1cc(C)ccc1OCCOc1c(C)cc(Cl)cc1Cl	-1.8	-17	-1	-2	-22	4	-3	2	0.1	-5	-24
O=c1c2ccccc2ncn1-c1cccc(Br)c1	-0.5	-18	-6	-1	1	-6	-6	-2	-0.1	12	-22
CCc1nn(CC(=O)NCCCN2CCN(C)CC2)c(=O)c2cc3occc3n12	-0.1	9	-1	-2	0	-1	-2	1	0.3	3	-7
COc1cccc(-c2nc3n(n2)C(c2ccccc2Cl)C(C(N)=O)=C(C)N3)c1 (stereo unspecified)	1.0	-37	x	-4	11	-11	-2	0	0.0	10	13
Fc1ccccc1CSc1nnc2ccc(-c3ccncc3)nn12	-0.4	-19	-2	0	-35	-25	-5	-1	0.1	-1	-22
Cc1ccc(NC(=O)CN(C)CC(=O)Nc2ccccc2C#N)cc1	-0.4	13	-2	-2	2	17	-2	-1	-0.1	2	9
COc1nnc(-c2ccc(N3CCCCC3)c(N)c2)c2ccccc12	-2.7	-83	-5	-1	26	-35	-6	3	0.6	-24	-34
CCc1nnc(-n2nc(C)cc2-c2ccccc2)n1N	-0.6	3	-2	1	6	15	x	0	0.0	-7	-28
CC(C)(C)n1nnnc1C(c1cccs1)N1CCCC2(CCCCC2)C1 (stereo unspecified)	1.3	2	1	1	2	27	-7	2	0.1	-8	-16
CS(=O)(=O)N(CC(=O)Nc1ccc(Br)cc1F)C1CCCCC1	-0.5	19	3	-12	4	13	-3	-2	0.2	-7	-9
O=S1(=O)[C@H]2C[C@@H]3C=C[C@]2(CN1Cc1ccc(C(F)(F)F)cc1)O3	7.1	-10	-2	-15	-1	-7	-10	-1	0.0	-7	-13
COc1ccc(Nc2ncnc3sccc23)cc1	-0.6	-178	-4	-12	-70	-197	-4	3	0.3	3	-90
CCCCn1c(N)c(N(CCC(C)C)C(=O)Cc2ccc(S(=O)(=O)N3CCOCC3)s2)c(=O)[nH]c1=O	2.3	-9	0	4	0	-17	-4	1	0.2	x	10
COc1cccc(C2C(C#N)=C(N)Oc3cc(N)ccc32)c1OC (stereo unspecified)	0.1	13	0	12	-12	15	-3	1	0.0	-10	-23
O=C(NCCCN1CCCC1)c1cc(Sc2ccc(F)cc2)nc2ccccc12	-0.4	15	-2	4	-29	0	-20	0	0.3	3	-15
CCCCn1c(-c2ccsc2)nc2c1c(=O)[nH]c(=O)n2CCC	-2.4	1	8	-1	-1	12	-5	2	0.2	-2	2
Cc1cccc(C(=O)N2CCc3c([nH]c4ccccc34)C2CC(C)C)n1 (stereo unspecified)	0.5	-168	0	0	-33	-122	-8	3	0.0	4	-121
CCCCN1C(=N)N([C@@H](CCC)CN2CCC[C@H]2CN2C(N)=NC[C@H]2CC(C)C)C[C@H]1Cc1ccccc1	-1.7	3	14	-3	-7	-8	-3	x	0.4	x	-34
Cc1c(C(=O)N(C)Cc2ccccc2)oc2c(Cl)cccc12	0.1	-20	-2	13	x	-5	-4	3	0.1	4	-13
CCCOC(=O)C1=C(C)NC2=C(C(=O)C(C(=O)OC)C(C)C2)C1c1ccc(N(C)C)cc1 (stereo unspecified)	7.0	-12	1	9	-6	-17	-6	0	-0.1	-2	-8
CCc1ccc2[nH]c(=O)c(CN(Cc3ccc(OC)cc3)Cc3nnnn3CCOC)cc2c1	-2.3	-33	-1	-6	1	-20	x	x	0.3	25	-17
CCN(CC(=O)Nc1c(F)cccc1F)C(=O)CCCc1nc2ccccc2c(=O)[nH]1	-0.3	2	1	-5	-5	8	-6	3	0.3	27	11
CCCC(NC(=O)COc1cc2c(c3oc(=O)c(C)c(C)c13)CCC(C)(C)O2)C(=O)O (stereo unspecified)	0.0	10	-34	-11	9	-4	-4	-3	0.0	-9	-25
CC(C)Oc1ccc(NC(=O)C2CCCNC2=O)cc1 (stereo unspecified)	-0.9	-32	1	0	5	-10	-9	10	0.4	5	-31
CCN(CC)CCNC(=O)CNC(=S)N(CCCN1CCOCC1)Cc1cccs1	0.2	14	-3	1	-5	1	1	3	0.0	-3	11
Cc1c(NC(=O)c2ncn[nH]2)cccc1-c1nc2ccccc2s1	-1.3	-73	2	1	1	-106	-18	20*	-0.2	-2	-13
COC(=O)C1CCN(C(=O)c2ccc3nc(-c4cccc(OC)c4)oc3c2)CC1	-0.2	-89	8	-3	2	-143	-6	-1	-0.3	1	-90
C(=C\c1ccccc1)/CN1CCN(C(c2cccs2)c2nnnn2-c2ccc3c(c2)OCCO3)CC1 (stereo unspecified)	-1.1	-6	x	15	x	7	-6	x	-0.5	6	6
COc1cccc(C(=O)NNC(=O)C(=O)Nc2cccc3ccccc23)c1	-0.2	4	12	-6	3	-1	-2	2	-0.1	0	-8
CNc1cc(N2CCCCCC2)ccc1[N+](=O)[O-]	4.5	-62	-4	4	-8	-26	x	-2	0.0	3	-27
CC(C)OC(=O)c1c(N)sc2c1CCCC2	0.6	-32	2	-1	-4	6	-8	-3	0.0	0	-27
CCc1nnc2sc(-c3ccc(NC(=O)c4ccco4)cc3)nn12	0.3	-75	9	-3	-1	-44	-5	-2	0.1	-4	5
CCCC1(C)C(C#N)C(=O)NC(=O)C1C#N (stereo unspecified)	-1.0	2	5	3	10	10	-6	x	0.0	8	-9
COc1ccccc1N1CCN(c2cc(N3CCCC3)nc(C)n2)CC1	-0.1	2	0	2	-7	-1	x	3	0.3	-4	-20
CC(C)c1nnc(NC(=O)CCN2C(=O)c3ccccc3C2=O)s1	1.2	15	4	0	-2	8	x	4	0.0	-3	-14
CCOC(=O)c1ccc(NS(=O)(=O)c2c(C)nc3sccn3c2=O)cc1	-2.2	18	4	6	6	23	-6	2	-0.2	-2	26
COc1ccc(C2/C=C\CN(CC(C)C)CC(=O)N2Cc2cccc(F)c2)cc1 (stereo unspecified)	-1.6	3	-2	0	-2	-3	-6	x	0.2	17	-17
Cc1ccc2occ(CN3CCN(c4ccccc4)CC3)c(=O)c2c1	-3.1	2	-4	-2	8	3	-4	1	0.1	18	0
O=C(CCc1ccccc1)N/N=C\c1cc2c(cc1Br)OCO2	0.2	-4	-7	4	3	6	x	2	1.2	x	14
